MEKK3 PB1 HTS: modulators of MEKK3-MEK5 PB1 binding, primary screen, biochemical, wildtype MEKK3, multiplex bead flow cytometry, Alexa488-MEK5 | Mitogen-activated protein kinase kinase kinase 3 (Homo sapiens), Q99759 | 290,000 compounds, 1.4% hits | binding response (% of control), % at 10 µM | bead-based flow cytometry, Alexa488-MEK5 binding to MEKK3; actives lie on both sides; 0 = blocked by unlabeled MEK5, 100 = vehicle | AID 1529, 2009;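 active means binding response more than 3 SD above or below the average of its plate-row segment, actives on both sides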;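 further: Alexa488 bead fluorescence after subtracting the streptavidin-only scavenger bead signal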
IDE inh: human IDE inhibitors in live cells, primary screen, fluorescence polarization, HEK cells, FAbetaB substrate; AID 434962, 2010; Insulin-degrading enzyme (Homo sapiens), P14735; inhibition, % at 5.59 µM; 320,000 compounds, 0.41% hits; FAbetaB cleavage;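 active means percent inhibition above the average of all tested compounds plus 3 SD, set per screening campaign, cut at about 16% in these data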;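 further: IDE supplied by intact live HEK cells; FP after avidin binding of uncleaved biotin substrate so inhibition keeps polarization high; 0% = DMSO wells and 100% = 60 µM reference IDE inhibitor Ii1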
GalR3 antagonist: GalR3 antagonists in HEK293 cells, primary screen, cell-based, fluorescence readout; HEK293 GalR3-CNG cAMP membrane potential fluorescence; galR3 body fused to GalR1 C-terminus; inhibition, % at 3 µM; 360,000 compounds, 0.44% hits;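 active means inhibition above the screen-wide average plus 3 SD, cut at about 13% in these data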;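 further: forskolin and galanin both at EC90 stimulate the cells; cAMP rise reported by CNG channel membrane potential dye signal; 0% = forskolin plus galanin with DMSO and 100% = forskolin alone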
Target sequence (O60755 1-299 limits assumed): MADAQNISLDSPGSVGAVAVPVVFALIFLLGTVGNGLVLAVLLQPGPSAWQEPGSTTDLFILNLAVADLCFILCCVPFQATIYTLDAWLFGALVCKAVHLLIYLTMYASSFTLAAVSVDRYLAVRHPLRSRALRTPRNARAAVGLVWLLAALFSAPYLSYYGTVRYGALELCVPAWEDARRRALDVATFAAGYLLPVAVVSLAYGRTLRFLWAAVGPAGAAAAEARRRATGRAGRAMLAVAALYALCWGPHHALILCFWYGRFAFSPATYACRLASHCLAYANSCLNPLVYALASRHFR
IDE cell activ: human IDE activators in live cells, primary screen, fluorescence polarization, HEK cells, FAbeta-B substrate; FAbeta-B cleavage; 0% vehicle, 100% cell-free pure enzyme wells; 340,000 compounds, 0.073% hits; Insulin-degrading enzyme (Homo sapiens), P14735; activation, % at 5.96 µM;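 active means activation above the mean of all tested compounds plus 3 SD, set per screening campaign, cut at about 17% in these data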
p-CIP stab down: p/CIP-EGFP fusion destabilizers, primary screen, fluorescence, F442A cells | decrease of EGFP signal, % at 10 µM | 290,000 compounds, 0.01% hits | 16 h | AID 1984, 2009;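 active means EGFP signal decrease of at least 30% at 10 µM or well 3 SD below plate mean, unless failing retest; inactive means the rest, including hits failing retest or dose response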; further: some compounds called inactive have numbers as strong as hits; many of its hits are not listed in these tables
PHOSPHO1 inh: PubChem AID 1565; Phosphoethanolamine/phosphocholine phosphatase (Homo sapiens), Q8TCT1; recombinant PHOSPHO1, absorbance phosphatase assay; inhibition, % at 13.3 µM; 290,000 compounds, 1.1% hits; in the data active means inhibition above about 60%
Target sequence (Q8TCT1 whole entry, looked up): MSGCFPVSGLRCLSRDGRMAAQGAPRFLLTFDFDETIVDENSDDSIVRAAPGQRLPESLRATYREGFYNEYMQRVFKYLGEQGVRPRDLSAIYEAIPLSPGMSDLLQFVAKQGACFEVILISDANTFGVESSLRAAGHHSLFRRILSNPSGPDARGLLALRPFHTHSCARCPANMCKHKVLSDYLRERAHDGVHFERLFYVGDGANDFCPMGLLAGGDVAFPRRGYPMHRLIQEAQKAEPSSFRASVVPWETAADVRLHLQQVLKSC
M4 PAM: human M4 muscarinic receptor positive allosteric modulators, primary screen, CHO-K1 cells, Fluo-8 calcium fluorescence | CHO-K1 hM4/Gqi5, ACh EC20; 0% = ACh EC20, 100% = maximal ACh | activation, % at 3 µM | Muscarinic acetylcholine receptor M4 (Homo sapiens), P08173 | 360,000 compounds, 0.4% hits;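 active means activation above its plate's cutoff, the mean activation of sample wells plus 3 SD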; further: some results filed as inactive read as strong as hits
Target sequence (P08173 whole entry, looked up): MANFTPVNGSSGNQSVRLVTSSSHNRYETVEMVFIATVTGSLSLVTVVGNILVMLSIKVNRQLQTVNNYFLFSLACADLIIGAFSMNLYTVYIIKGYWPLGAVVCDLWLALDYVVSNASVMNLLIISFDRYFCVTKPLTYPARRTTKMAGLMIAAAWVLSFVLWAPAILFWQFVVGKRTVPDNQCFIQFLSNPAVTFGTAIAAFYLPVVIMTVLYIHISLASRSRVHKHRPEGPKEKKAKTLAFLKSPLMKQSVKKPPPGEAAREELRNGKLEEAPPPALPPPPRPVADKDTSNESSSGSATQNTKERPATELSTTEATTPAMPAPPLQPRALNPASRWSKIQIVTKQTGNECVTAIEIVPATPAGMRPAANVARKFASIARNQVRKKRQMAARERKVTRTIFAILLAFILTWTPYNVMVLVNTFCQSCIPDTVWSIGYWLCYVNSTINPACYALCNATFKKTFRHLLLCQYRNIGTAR
* = called active by the depositor; · = no result given.

SMILES | MEKK3 PB1 HTS | IDE inh | GalR3 antagonist | IDE cell activ | p-CIP stab down | PHOSPHO1 inh | M4 PAM
COc1ccccc1Cc1c(-c2ccc(C)cc2)nc2ccc(C)cn12 | · | · | -7 | · | · | · | ·
O=C(N[C@H](Cc1ccccc1)C(=O)N1CCN(C(=O)N2CCOCC2)CC1)[C@H]1O[C@@H](n2ccc(=O)[nH]c2=O)[C@H](O)[C@@H]1O | · | · | -8 | · | · | · | ·
O=c1c2ccccc2nnn1Cc1ccco1 | · | · | -6 | · | · | · | ·
COc1ccc(NC(=O)N(C)C[C@@H]2OCCCC[C@@H](C)Oc3ccc(NC(=O)NC4CCCCC4)cc3C(=O)N([C@H](C)CO)C[C@@H]2C)cc1 | · | · | -5 | · | · | · | ·
OC(c1ccccc1)(c1ccccc1)C1CCN(CCCOc2ccc(-c3ccc(F)cc3F)cc2)CC1 | · | · | -6 | · | · | · | ·
COC(=O)N1Cc2ccnnc2CC1c1ccccc1Br (stereo unspecified) | · | · | 1 | · | · | · | ·
O=C(C(=O)N1CCC(CNS(=O)(=O)c2cccc3ccccc23)CC1)c1cccs1 | · | · | 1 | · | · | · | ·
C=CC[C@]12C[C@@]3(O[C@H](c4ccccn4)N=C3C[C@H](c3ccc(OC)cc3)[C@H]1C)N(C1CCN(Cc3ccccc3)CC1)C2=O | · | · | 1 | · | · | · | ·
O=C(N[C@H](C(=O)N1CCC[C@H]1C(=O)NCc1ccccc1)c1ccccc1)c1ccccc1 | · | · | -6 | · | · | · | ·
O=C(NS(=O)(=O)c1ccccc1[N+](=O)[O-])[C@H]1O[C@@H](n2ccc(=O)[nH]c2=O)[C@H](O)[C@@H]1O | · | · | -1 | · | · | · | ·
CC(=O)C1=C(C)NC(=S)NC1c1ccc(F)cc1 (stereo unspecified) | · | · | -5 | · | · | · | ·
COc1cc(OC)c2c(=O)c3c(C(=O)O)c(O)ccc3oc2c1 | · | · | -6 | · | · | · | ·
Nc1ncnc2c1ncn2[C@@H]1O[C@H](C(=O)N[C@@H](CCc2ccccc2)C(=O)N2CCN(C(=O)C(F)(F)F)CC2)[C@@H](O)[C@H]1O | · | · | -7 | · | · | · | ·
CN1C(=O)C(Br)(Br)CC1c1cccnc1 (stereo unspecified) | · | · | -8 | · | · | · | ·
COC(=O)c1cc2c(c3c4cc(F)ccc4n(S(=O)(=O)c4ccccc4)c13)C(=O)N(Cc1ccccc1)C2 | · | · | -6 | · | · | · | ·
CC(=O)OCC(COC(C)=O)(CN1C(=O)c2ccccc2C1=O)CN1C(=O)c2ccccc2C1=O | · | · | -8 | · | · | · | ·
C[C@@H]1ON(C)[C@H]2C[C@H]3c4[nH]c5c(-c6cccc(F)c6)cccc5c4CCN3C(=O)[C@@H]12 | · | · | -7 | · | · | · | ·
C[C@@H]1COc2cccc(NCCO)c2S(=O)(=O)N1 | · | · | -4 | · | · | · | ·
CCOc1ccc(NC(=O)CN2C(=O)c3cccc4cccc2c34)cc1 | · | · | -6 | · | · | · | ·
C=CCCC1CN(Cc2ccc(OC)cc2)S(=O)(=O)c2c(cccc2N(C)S(=O)(=O)c2ccc(C)cc2)O1 (stereo unspecified) | · | · | -4 | · | · | · | ·
C[C@H]1[C@@H](c2ccccc2)Oc2c(Cl)cccc2S(=O)(=O)N1C | · | · | -8 | · | · | · | ·
O=C(N[C@H](C(=O)N1CCC[C@H]1C(=O)NCc1ccccc1)c1ccccc1)c1ccc(Cl)cc1Cl | · | · | -8 | · | · | · | ·
COCc1cc(N2CCNC[C@@H]2C)ccc1N1CCN(Cc2ccccc2)[C@@H](C)C1 | · | · | -8 | · | · | · | ·
COC(=O)[C@]12C[C@H](CC(=O)NCC34CC5CC(CC(C5)C3)C4)C(=O)N(Cc3ccc4c(c3)OCO4)C1=C[C@H](COCc1ccccc1)O[C@@H]2C | · | · | -5 | · | · | · | ·
Cc1ccc(Oc2cccc3c2S(=O)(=O)N([C@H](C)c2ccccc2)C[C@@H](COCc2ccccc2)O3)cc1 | · | · | -5 | · | · | · | ·
O=C(O)Cn1cnc2c(NCc3ccccc3)ncnc21 | · | · | -6 | · | · | · | ·
O=C(NCc1ccccc1)[C@@H]1CCCN1C(=O)[C@H]1CCCN1C(=O)c1cccs1 | · | · | -5 | · | · | · | ·
O=C1Nc2cnc(Cl)nc2Nc2ccc(Cl)cc21 | · | · | 4 | · | · | · | ·
O=C(NCc1ccccc1)[C@@H]1CCCN1C(=O)[C@H]1CCCN1C(=O)c1ccccc1F | · | · | 1 | · | · | · | ·
Cc1[nH]c2ccccc2c1C(=O)c1c(N)[nH]c(C(=O)c2ccc(Br)cc2)c1-c1ccc(Br)cc1 | · | · | -6 | · | · | · | ·
CCN1C(=O)N(C(C)=O)[C@@H]2C[C@H](C(=O)N3CCCC3)[C@H](C)[C@H](c3ccccc3)C[C@@H]21 | · | · | -5 | · | · | · | ·
COc1cccc(CNC(=O)[C@H]2CCCN2C(=O)[C@H]2CCCN2C(=O)c2cccc3ccccc23)c1 | · | · | -4 | · | · | · | ·
CCOC(=O)C1CSCCS(=O)(=O)N1Cc1ccccc1C (stereo unspecified) | · | · | -6 | · | · | · | ·
O=c1[nH]c(-c2ccccc2)cn1C1CCN(Cc2ccc(-c3nc4ccc(F)cc4nc3-c3ccccc3)cc2)CC1 | · | · | -8 | · | · | · | ·
Nc1nc2c(ncn2[C@@H]2O[C@H](C(=O)NCC(c3ccccc3)c3ccccc3)[C@@H](O)[C@H]2O)c(=O)[nH]1 | · | · | -6 | · | · | · | ·
COC(=O)[C@]12C[C@H](CC(=O)NCCCN3CCCC3=O)C(=O)N(Cc3ccccc3)C1=C[C@H](C(C)C)O[C@@H]2C1CC1 | · | · | -5 | · | · | · | ·
COc1cc([N+](=O)[O-])c(OC)cc1Nc1ccccc1C(=O)O | · | · | -10 | · | · | · | ·
C[C@@H]1CN([C@H](C)CO)C(=O)CCCn2cc(nn2)CO[C@H]1CN(C)S(=O)(=O)c1ccc(Cl)cc1 | · | · | -5 | · | · | · | ·
COC(=O)[C@]12C[C@H](CC(=O)N3CCN(C(=O)c4ccco4)CC3)C(=O)N(Cc3ccc4c(c3)OCO4)C1=C[C@H](COCc1ccccc1)O[C@@H]2C | · | · | -6 | · | · | · | ·
Cc1[nH]nc2c1C(c1ccc(F)cc1)N(c1ccccc1)C2=O (stereo unspecified) | · | · | -4 | · | · | · | ·
CCCN1C(=O)c2[nH]nc(-c3ccccc3)c2C1c1ccc(F)cc1 (stereo unspecified) | · | · | -6 | · | · | · | ·
CS(=O)(=O)c1ccc(OCCCN2CCC(C(O)(c3ccccc3)c3ccccc3)CC2)cc1 | · | · | -5 | · | · | · | ·
CCCCCCc1ccc(-c2ccc(C#N)cc2)cc1 | · | · | -2 | · | · | · | ·
CN1OC[C@@H]2CN(C(=S)Nc3cc(C(F)(F)F)cc(C(F)(F)F)c3)[C@H](c3ccccc3Br)C[C@@H]21 | · | · | -8 | · | · | · | ·
COC(=O)[C@]12C[C@H](CC(=O)NCc3ccc(OC)c(OC)c3)C(=O)N(Cc3ccc4c(c3)OCO4)C1=C[C@H](COCc1ccccc1)O[C@@H]2C | · | · | -5 | · | · | · | ·

Overlap with the part before: two compounds, then new ones.
SMILES | MEKK3 PB1 HTS | IDE inh | GalR3 antagonist | IDE cell activ | p-CIP stab down | PHOSPHO1 inh | M4 PAM
CN1OC[C@@H]2CN(C(=S)Nc3cc(C(F)(F)F)cc(C(F)(F)F)c3)[C@H](c3ccccc3Br)C[C@@H]21 | · | · | -8 | · | · | · | ·
COC(=O)[C@]12C[C@H](CC(=O)NCc3ccc(OC)c(OC)c3)C(=O)N(Cc3ccc4c(c3)OCO4)C1=C[C@H](COCc1ccccc1)O[C@@H]2C | · | · | -5 | · | · | · | ·
CCN(CC)CCN1C(=O)C(=O)/C(=C(/O)c2ccc(OCC(C)C)cc2)C1c1ccncc1 (stereo unspecified) | · | · | -6 | · | -9 | -8 | ·
CCOC(=O)Cn1c(=O)c2c(nc3n2CCN3c2ccc(C)cc2)n(C)c1=O | · | · | 1 | · | -6 | -25 | ·
Cc1ccc(NC(=O)N(Cc2ccco2)Cc2cc3cc(C)cc(C)c3nc2Cl)cc1 | · | · | -8 | · | 6 | 7 | ·
COc1ccccc1NC(=O)C1=C(C)NC(SCC(=O)c2ccc(C)cc2)=C(C#N)C1c1ccco1 (stereo unspecified) | · | · | -2 | · | -31 | 56 | ·
Cc1ccc2c(c1)-n1c(nc3ccccc3c1=O)C(Cc1ccc(O)cc1)NC2=O (stereo unspecified) | · | 3 | -3 | · | · | · | ·
CC1NC(=O)c2ccccc2-n2c1nc1cc(F)ccc1c2=O (stereo unspecified) | · | -5 | 5 | · | · | · | ·
Cc1ccc2nc3n(c(=O)c2c1)-c1ccc(Cl)cc1C(=O)NC3Cc1ccccc1 (stereo unspecified) | · | -2 | 5 | · | · | · | ·
COc1ccc(OC)c(N=C2SCCCN2C(=O)c2ccc(N3C(=O)CCC3=O)cc2)c1 | · | -6 | 1 | · | · | · | ·
O=C1NC(Cc2ccccc2)c2nc3ccc(Br)cc3c(=O)n2-c2cc(Cl)ccc21 (stereo unspecified) | · | 1 | -3 | · | · | · | ·
CCN1C(=O)[C@H]2[C@@H](c3ccc(-c4ccc(F)cc4)c(OC)c3)N[C@@](CC(C)C)(C(=O)OC)[C@H]2C1=O | · | 6 | -4 | · | · | · | ·
CC(C)CC1NC(=O)c2cc(Cl)ccc2-n2c1nc1ccccc1c2=O (stereo unspecified) | · | -2 | 4 | · | · | · | ·
CC(C)CC1NC(=O)c2ccccc2-n2c1nc1cc(F)ccc1c2=O (stereo unspecified) | · | 8 | -3 | · | · | · | ·
O=C(NC1CC1)c1ccc2c(c1)S(=O)(=O)c1cc(Cl)ccc1C2=O | · | 1 | -6 | · | · | · | ·
COc1ccc(C2NC(=O)N(CCCC(=O)O)C(C)=C2C(=O)OCc2ccccc2)cc1 (stereo unspecified) | 97 | -1 | -3 | · | · | · | ·
CC(C)C[C@@H](CN)NC(=O)c1nc[nH]c1C(=O)N[C@@H](CC(C)C)C(=O)CNC[C@H](C)NC(=O)c1nc[nH]c1C(=O)N[C@@H](CC(C)C)C(=O)O | · | · | · | 4 | · | · | 0
COc1ccc(Cc2c(-c3ccccc3)nc3c(C)cc(Br)cn23)c(C)c1 | · | · | -7 | · | · | · | -8
O=C(Nc1ccccc1Cl)c1cc(C2CCCN(C(=O)C3CCCCC3)C2)on1 (stereo unspecified) | · | · | -10 | · | · | · | -1
CC(=O)c1ccc(OC2(C)CCN(CCOc3ccc(C)cc3)C2)cc1 (stereo unspecified) | · | · | -7 | · | · | · | -4
Cc1cccc(C)c1C(O)c1ncc(-c2ccccc2F)[nH]1 (stereo unspecified) | · | · | -9 | · | · | · | 3
C[C@H](c1ccccc1)N1C[C@H](COCc2ccccc2)Oc2cc(N3CCC[C@H]3CO)ccc2S1(=O)=O | · | · | -5 | · | · | · | -9
COc1ccc(-n2nnnc2C(c2cc3ccccc3o2)N2CCN(C/C=C/c3ccccc3)CC2)cc1 (stereo unspecified) | · | · | -7 | · | · | · | -12
O=C(Nc1ccc(Oc2ccccc2)cc1)c1ccc2sc([C@H]3C[C@H](O)[C@@H](CO)O3)nc2c1 | · | · | 2 | · | · | · | -2
O=C(NCC1CC1)C1Cc2c(-c3ccc(Cl)cc3)ccnc2O1 (stereo unspecified) | · | · | 0 | · | · | · | 6

This is a subset, so the mix of outcomes need not match the whole.
